Bioassay records deposited in PubChem by National Center for Advancing Translational Sciences (NCATS).
HBB splicing: modulators of hemoglobin beta chain splicing; HBB splicing reporter cell assay, activation; EGFP reporter with mutant IVS2-654 intron; response scale: normalised to 500 nM splice-correcting PNA; Potency, µM (highest dose often 46.1 µM), inactives show top-dose activation, usual class: activators; 0.06% of 65,000 active; AID 925; also: potency is read from the fitted curve at half-maximal effect; 0% is about no effect
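Compounds were applied for 2 days to HeLa EGFP-654 cells, 500/well in Optimem with 2% FCS. The reporter's EGFP is disrupted by mis-splicing of beta-globin intron IVS2-654. Readout: summed well GFP fluorescence from 488 nm laser scanning; reference was 500 nM antisense […] 654 PNA.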
TexasRed autofl: compound fluoresces in the Texas Red spectral region | AID 587 | 0.06% of 59,000 active | max dye-equivalent concentration, M | Compound fluorescence, Texas Red channel, 547/618 nm; active compounds read high; in the data active = max dye-equivalent concentration above about 10 nM; inconclusive = between about 1.1 nM and that limit
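Pin-transferred compounds and Texas Red standards go into 100 mM Tris buffer, pH 8.0. After 15 min at room temperature, plates are imaged with 547/618 nm filters. Each value is a dye-equivalent concentration derived from the per-plate dye curve.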
CRE-bla Fsk: modulators of forskolin-stimulated CRE signaling in CHO cells; Potency, µM (highest dose often 38.2 µM), inactives show at the top dose activity change, negative = inhibition, actives largely listed as activators; CHO CRE-bla reporter (cAMP response element driving beta-lactamase), forskolin EC10, beta-lactamase ratio; 2.5% of 71,000 active; active = well fitted activation curve with a large enough effect in the signal ratio, with a control signal flat, not every such curve was filed as active; inconclusive = small, poorly fitted or top-dose-only effect, or effect the other way, or a change in a side signal; the % refers to the signal ratio; also: potency is read from the fitted curve at half-maximal effect; % of control where 0% means no effect
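The 460nm/530nm emission ratio after CCF4 loading defined %Activity, from which AC50 values were obtained. CRE-bla CHO cells received compound dilution series together with an EC10 level of NKH 477 for 3 hours at 37 degrees Celsius.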
ERK AVP block: inhibitors of vasopressin-stimulated ERK signaling pathway. HEK293-V1b, vasopressin-stimulated pERK AlphaScreen. Potency, µM (highest dose often 57.5 µM), inactives show at the highest dose activity, negative = inhibition, hits mostly inhibitors. 0.99% of 72,000 active; also: potency is read from the fitted curve at half-maximal effect; % is scaled to controls: 0 for no effect and ±100 for the full control effect; nearly all actives have a fitted effect of over 55% in size
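HEK293 cells stably expressing V1b receptor, seeded overnight in 1% FBS, were treated with compounds for 30 min at 37C, then stimulated 5 min with 25 nM vasopressin; phospho-ERK read by AlphaScreen SureFire after lysis.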
ALOX15 inhib: blocks human 15-lipoxygenase activity; P16050; 1.4% of 74,000 active; purified 15hLO-1, xylenol orange hydroperoxide absorbance; Potency, µM (doses to about 57.1 µM), for inactives: at the top dose activity change, negative = inhibition, hits mostly inhibitors; AID 887; also: potency is read from the fitted curve at half-maximal effect; % is scaled to controls: 0 for no effect and ±100 for the full control effect; nearly all actives have a fitted effect of over 55% in size
Target sequence (P16050 whole entry, looked up): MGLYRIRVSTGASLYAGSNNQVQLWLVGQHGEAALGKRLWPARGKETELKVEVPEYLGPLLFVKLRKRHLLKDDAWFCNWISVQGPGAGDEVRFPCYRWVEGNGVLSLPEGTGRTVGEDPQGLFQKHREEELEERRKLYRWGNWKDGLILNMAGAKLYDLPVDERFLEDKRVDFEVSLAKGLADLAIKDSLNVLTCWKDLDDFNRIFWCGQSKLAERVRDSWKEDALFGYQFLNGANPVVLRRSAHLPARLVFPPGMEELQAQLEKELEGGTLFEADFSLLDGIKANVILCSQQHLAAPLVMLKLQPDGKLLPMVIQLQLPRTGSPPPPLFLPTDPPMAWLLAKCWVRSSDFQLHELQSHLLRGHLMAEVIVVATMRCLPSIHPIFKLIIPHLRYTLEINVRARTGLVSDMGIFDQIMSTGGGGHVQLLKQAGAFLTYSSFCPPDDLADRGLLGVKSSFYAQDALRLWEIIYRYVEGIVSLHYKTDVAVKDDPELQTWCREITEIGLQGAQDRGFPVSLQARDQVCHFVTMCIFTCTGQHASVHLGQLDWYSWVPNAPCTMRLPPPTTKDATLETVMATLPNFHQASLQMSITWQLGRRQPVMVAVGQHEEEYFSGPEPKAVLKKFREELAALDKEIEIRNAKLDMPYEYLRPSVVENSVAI
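Quantitative HTS in 25 mM Hepes pH 7.5 containing 0.01% Triton X-100: human 15hLO-1 at 40 nM, arachidonic acid at 50 uM, 6 min turnover. Product quantified via ferrous oxidation/xylenol orange, 573:405 nm absorbance ratio.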
DNA Pol III inh: DNA polymerase III holoenzyme inhibition; reconstituted DNA polymerase III holoenzyme replication, biochemical; Potency, µM (doses to about 57.1 µM), inactives show top-dose activity change, negative = inhibition; 0.25% of 71,000 active; AID 603; also: potency is read from the fitted curve at half-maximal effect; % is scaled to controls: 0 for no effect and ±100 for the full control effect
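Reconstituted *E. coli* holoenzyme (0.35 nM Pol III, 1 nM beta, 154 nM SSB, 2 nM primase) was preincubated with compound for 15 min at RT. Synthesis on 1.4 nM ssM13Gori ran 35 min, then was stopped with PicoGreen/EDTA and read as dsDNA fluorescence.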
HADH2 inhib: blocks human hydroxyacyl-CoA dehydrogenase type II. recombinant HADH2, NADH fluorescence, beta-hydroxybutyryl-CoA. AID 886. Potency, µM (doses to about 57.1 µM), for inactives: at the top dose activity change, negative = inhibition, usual class: inhibitors. Q99714. 3.4% of 73,000 active; also: potency is read from the fitted curve at half-maximal effect; % is scaled to controls: 0 for no effect and ±100 for the full control effect; nearly all actives have a fitted effect of over 60% in size; many of its hits are not listed in these tables
Target sequence (Q99714 whole entry, looked up, one chain of several): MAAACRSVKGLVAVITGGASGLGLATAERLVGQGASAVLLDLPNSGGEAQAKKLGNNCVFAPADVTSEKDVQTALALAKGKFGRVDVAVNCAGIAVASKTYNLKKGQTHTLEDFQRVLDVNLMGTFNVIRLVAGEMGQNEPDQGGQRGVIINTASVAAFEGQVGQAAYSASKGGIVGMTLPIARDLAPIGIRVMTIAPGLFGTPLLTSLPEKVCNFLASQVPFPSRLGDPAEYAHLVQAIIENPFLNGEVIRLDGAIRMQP
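20 nM HADH2 + cpd, 15 min RT; add 1 mM NAD+/90 uM beta-hydroxybutyryl-CoA; kinetic fluorescence 360/450 nm, 4 min. Tris-HCl pH 9.0, 0.01% Tween-20.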
Rhodamine autofl: compound autofluorescence in rhodamine spectral region. Rhodamine-region fluorescence, 547/598 nm, Tris buffer; active compounds read high. max dye-equivalent concentration, M. 0.05% of 59,000 active. AID 594; in the data active = max dye-equivalent concentration above about 11 nM; inconclusive = between about 1.1 nM and that limit
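A six-point rhodamine series on each plate calibrates the signal. Compounds sit in 100 mM Tris (pH 8.0) for 15 min at ambient temperature before imaging through 547 nm/598 nm filters.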
Hsp90 Hop PPI: changes Hsp90-Hop TPR2A binding signal, up or down. AlphaScreen TPR2A-His6 binding biotin-Hsp90 C-terminal peptide. Potency, µM (series often up to 57 µM), for inactives: at the top dose activity change, negative = inhibition. 0.44% of 71,000 active. AID 595; active = well fitted curve in either direction with a large enough effect; inconclusive = small, poorly fitted or top-dose-only effect, or another doubt; also: potency is read from the fitted curve at half-maximal effect; % is scaled to controls: 0 for no effect and ±100 for the full control effect; many of its hits are not listed in these tables
Tau fil binding: tau filament binding; recombinant tau filaments, thioflavin S fluorescence, 15 h; filaments grown with octadecylsulfate alongside compound; P10636; 2% of 71,000 active; AID 596; Potency, µM (series often up to 57.1 µM), without a hit: at the top dose activity change, negative = inhibition;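 also: potency is read from the fitted curve at half-maximal effect; % is scaled to controls: 0 for no effect and ±100 for the full control effect; actives lower thioflavin S fluorescence by blocking filaments or displacing dye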
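His-tagged recombinant human tau (exons 2, 3, 10; 1 uM final) fibrillized with 30 uM sodium octadecylsulfate, 15 h at 37 C, in pH 7.4 HEPES buffer with 10 uM thioflavine S and 5 mM DTT. Reduced ThS fluorescence (450/510 nm) marks activity.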
Luciferase inh: firefly luciferase inhibition | purified firefly luciferase, luminescence, 8 min | Potency, µM (doses to about 57.1 µM), inactives show top-dose activity change, negative = inhibition, most hits filed as inhibitors | 2.2% of 72,000 active | AID 411; also: potency is read from the fitted curve at half-maximal effect; % is scaled to controls: 0 for no effect and ±100 for the full control effect; nearly all actives have a fitted effect of over 40% in size
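Substrate buffer containing 10 uM ATP (pH 7.2 imidazole, Mg2+, KCl, detergent, BSA) is dispensed, compound pinned in, then luciferase/luciferin detector mix added. After 8 min at ambient temperature, light output is measured.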
Numbers without * were called inactive; i = inactive; u = inconclusive; x = not tested or not shown; [ ] = remark or other dose. Unless noted, calls follow the shape of the dose curve; as a rule, active = well fitted curve in the direction sought with a large enough effect; inconclusive = small, poorly fitted or top-dose-only effect, or another doubt; inactive = no such curve, though single readings can be large; an effect the other way counts as inactive or inconclusive. A portion of the library. The share of hits here may be higher or lower than overall.

Value order: Rhodamine autofl	TexasRed autofl	ALOX15 inhib	Tau fil binding	Hsp90 Hop PPI	DNA Pol III inh	ERK AVP block	CRE-bla Fsk	HADH2 inhib	HBB splicing	Luciferase inh
1	CO[C@@H]1COC(=O)[C@@H](C)NC(=O)C/C=C\[C@@H](C)[C@H](NS(=O)(=O)c2ccc(C)cc2)COC(=O)[C@H](C)NC(=O)C/C=C\[C@H]1C
 : x	x	20%[11.4 µM]	x	x	x	-16%[11.5 µM]	x	7%[11.4 µM]	1.8%[9.22 µM]	2%[11.4 µM]
2	Cc1ccc(NS(=O)(=O)c2cc(C(=O)O)ccc2Cl)cc1
 : i	u	-20%	1%	-2%	-10%	-1%	-7%	-11%	-0.5%[57.5 µM]	-1%
3	O=C(O)c1cccc(CSc2nnc(Cc3ccccc3)o2)c1
 : i	i	-5%	9%	2%	-4%	7%	-2%	-1%	4.8%	1%
4	CSc1cccc(NC(=O)CN(C)S(=O)(=O)c2ccc(F)cc2)c1
 : i	u	11%	-14%	3%	-15%	-8%	-11%	-4%	0.0%	-4%
5	COc1ccc(CN2CCN(C(=O)c3cccs3)CC2)cc1Br
 : x	x	-11%	14%	-5%	-2%	-21%	-15%	2%	-1.0%[9.22 µM]	0%
6	CC(CN1CCCC(C(N)=O)C1)c1ccccc1 (stereo not given)
 : x	x	-11%	-3%	-4%	2%	7%	0%	9%	-0.1%[9.22 µM]	-5%
7	CCOC(=O)N1CCN(C(=O)COc2ccc(S(=O)(=O)NC3CCCCC3)cc2C)CC1
 : i	i	3%	1%	-1%	-4%	-5%	1%	3%	-1.8%	0%
8	CC(C)C[C@@H](NC(=O)OCC1c2ccccc2-c2ccccc21)C(=O)O
 : x	x	2%[25.6 µM]	u	0%	-12%	6%	6%	6%	x	-28%
9	C[C@H](C(=O)O)c1cccc(Oc2ccccc2)c1
 : i	i	9%[25.6 µM]	-3%[25.6 µM]	-2%[26 µM]	-9%[25.6 µM]	0%[25.7 µM]	0%[17.1 µM]	-2%[25.6 µM]	-0.2%[20.6 µM]	1%[25.5 µM]
10	CC(=O)N1CCN=C1SCc1ccc(F)cc1
 : x	x	0%	4%	0%	-10%	-13%	-6%	1%	0.5%	0%
11	COc1ccc(N(CC(=O)NCc2cccs2)S(=O)(=O)c2c(C)n[nH]c2C)cc1
 : i	i	-4%	0%	4%	-6%	12%	-15%	0%	0.6%	1%
12	COc1ccccc1NC1SC(=O)N(c2ccccc2)C1=O (stereo not given)
 : i	i	3%	5%	-2%	4%	4%	-14%	-21%	1.1%[57.5 µM]	-2%
13	COc1ccc2[nH]cc(CCNc3ccnc(-c4cccc(C#N)c4)n3)c2c1
 : i	i	8%	-22%	-17%	-3%	u	u	6%	-0.5%	0%[2.29 µM]
14	COC(=O)c1sc2nc(CN3CCOCC3)nc(N3CCOCC3)c2c1C
 : i	u	-8%	-24%	-11%	-2%	-27%	u	-2%	-2.7%	3%
15	Cc1cc(C)nc(SCc2nnc(SCC(=O)Nc3ccc(C)c(C)c3)o2)n1
 : i	i	-3%	-2%	1%	-5%	-2%	5%	8%	1.8%	1%
16	N#Cc1ccc(CN2CCCC3(CCN(C(=O)c4cnccn4)CC3)C2)cc1
 : i	i	5%	-6%	-4%	-4%	15%	-3%	5%	5.9%	1%[11.4 µM]
17	Cc1cnc(C(=O)Nc2cccc(-c3nnc4n3CCCCC4)c2)cn1
 : i	u	-3%	0%	-3%	0%	2%	u	0%	1.1%	-1%
18	CCOc1ccccc1-c1nc(-c2cc3ccccc3nc2OC)no1
 : i	u	-1%	71%	5%	2%	7%	u	4%	-2.0%[0.369 µM]	0%
19	CC1CCCCN1c1nnc(NC(=O)Cn2c(=O)oc3ccccc32)s1 (stereo not given)
 : x	x	-6%	-8%	-2%	0%	2%	u	-5%	-0.5%	2%
20	Cc1ccccc1C1CC(c2ccccc2)Nc2ncnn21 (stereo not given)
 : x	x	21%	-13%	-4%[2.3 µM]	-3%	-15%	6%	-14%	-0.6%	2%
21	C=CCn1c(Sc2nncn2C)nc2c1c(=O)[nH]c(=O)n2C
 : i	i	6%	0%	-1%	-4%	-16%	-2%	-2%	x	5%
22	COc1ccccc1N1CCN(CCCNc2c(C)c(=O)n(C)c(=O)n2C)CC1
 : i	i	-19%	-4%	-10%	-3%	17%	-3%	9%	2.8%	-1%
23	COc1ccc(NC(=O)CN2CC(c3ccccc3)CC2=O)cc1OC (stereo not given)
 : x	x	-2%	-3%	-1%[2.3 µM]	4%	-8%	2%	8%	-1.5%	-7%
24	OC1CCCCC1
 : x	x	-3%	10%	0%	-7%	6%	-7%	-3%	0.4%	x
25	CCCc1cc(C(=O)Nc2sc(C)c(C)c2C(=O)OCC)no1
 : x	x	-10%	64%	u	1%	13%	2µM*	u	0.1%	1%
26	O=C(NCCN1CCOCC1)c1cc(S(=O)(=O)NCCCN2CCCC2=O)ccc1Cl
 : i	i	-12%	-19%	2%	-14%	2%	u	4%	-1.8%	1%
27	CCn1cc(C(=O)Nc2cccc(C(=O)OC)c2)c(=O)c2ccc(C)nc21
 : i	i	13%	1%	-2%	-6%	-12%	3%	-6%	0.2%[57.5 µM]	1%
28	CCN(c1ccccc1)S(=O)(=O)c1ccc(F)cc1C
 : i	i	-9%	9%	16%	-3%	44%[activator]	1%	-7%	-0.2%	-1%
29	CCN(CC)C(=O)c1cccc(-c2ccc(OC)cc2)c1
 : i	i	0%	-18%	-1%	-2%	-22%	4%	1%	-0.8%	-3%
30	COc1ccc(Cl)cc1NC(=O)CN1CCC(n2nnc3ccccc32)CC1
 : i	u	7%	66%	-3%	1%	5%	u	5%	-0.1%[57.5 µM]	1%
31	COc1ccc(NC(=O)CSc2c(C)nn(-c3nnc(C)c(=O)[nH]3)c2C)cc1
 : i	i	25%	-10%	u	-4%	4%	4%	0%	0.2%	0%
32	CC(C)=C(C#N)c1nc2ccccc2s1
 : i	u	3%	4%	7%	-9%	-2%	-4%	3%	3.9%	-2%
33	Cc1nc2nc(-c3ccco3)nn2c(C)c1Cl
 : i	i	2%	-18%	-3%	-6%	-13%	u	u	-3.8%	-6%
34	CCCC[C@@H]1C[C@H]1C(NC(=O)c1ccc(C(F)(F)F)cc1)c1ccc(C(=O)OC)cc1 (stereo not given in full)
 : x	x	x	131%	u	-4%	-6%	u	4%	0.3%	x
35	O=C(NC1CCS(=O)(=O)C1)c1cccc(S(=O)(=O)N2CCOCC2)c1 (stereo not given)
 : i	i	8%	-4%	2%	0%	-11%	-10%	2%	-0.9%	0%
36	CC(=O)Nc1ccc(C)cc1
 : x	x	-8%	3%	0%	-3%	6%	4%	-3%	0.3%	x
37	CCC1Oc2ccccc2N(CC(=O)NCCN2CCc3ccccc3C2)C1=O (stereo not given)
 : i	i	-4%	-11%	1%	-6%	-4%	-8%	4%	-0.4%	0%
38	Cc1cccc(C2c3c(n(C)c(=O)n(C)c3=O)N=C3c4ccccc4C(=O)C32)c1 (stereo not given)
 : i	i	-4%	-22%	-5%	0%	-17%	u	-4%	4.4%	0%
39	COc1ccccc1-n1nnnc1SCC(=O)NC1CCCC1
 : i	i	u	6%	-4%	-4%	-5%	-3%	1%	5.0%	0%
40	COc1cc(NC(=O)N2CCOCC2)cc(OC)c1
 : i	u	-6%	-1%	0%	-6%	16%	10%	6%	-3.4%	0%
41	N#Cc1cccc(NC(=O)CCC2CCCC2)c1
 : i	i	2%	4%	6%	4%	10%	6%	4%	-0.6%	2%
42	CC(CCc1ccccc1)NC(=O)CSc1nc(N)cc(N)n1 (stereo not given)
 : i	i	-3%	-10%	-1%	-2%	11%	-8%	4%	-0.1%[57.5 µM]	0%
43	c1ccc(-c2oc3ncnc(NCCN4CCOCC4)c3c2-c2ccccc2)cc1
 : i	i	-16%	104%	-13%	-1%	u	u	u	0.6%	0%
44	O=C(c1cc2ccccc2o1)c1cccs1
 : i	i	u	-27%	14%	-1%	45%[activator]	1%	-12%	-0.4%	u
